High-throughput results as filed in PubChem BioAssay.
RGS4-Gao reg – modulates binding of RGS4 to human Galphao; P09471; Multiplexed bead flow cytometry; actives lie on both sides; binding response (% of control), % at 10 µM; hit rate 0.33% among 220,000; AID 1415; in the data active = binding response below about 49% or above about 150%; inactive = in between;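 note: fluorescent Galphao activated with aluminum fluoride binding bead-coupled RGS4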
Bim-Bcl-XL – human Bim-Bcl-XL interaction inhibition; Bim peptide-Bcl-XL binding, bead flow cytometry, fluorescence; inhibition, % at 10 µM; AID 1007; hit rate 0.04% among 190,000
Target sequence (Q07817 whole entry, looked up): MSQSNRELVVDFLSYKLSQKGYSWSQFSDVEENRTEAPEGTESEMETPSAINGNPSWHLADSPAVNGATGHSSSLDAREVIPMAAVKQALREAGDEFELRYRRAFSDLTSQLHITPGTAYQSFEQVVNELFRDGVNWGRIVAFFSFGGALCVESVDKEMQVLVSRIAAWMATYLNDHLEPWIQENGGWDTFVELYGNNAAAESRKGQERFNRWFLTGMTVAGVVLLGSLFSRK
Bfl-1 Bim block – disrupts Bim binding to human Bfl-1; Q16548; Bead-based flow cytometry, Bim-Bfl-1 binding inhibition; inhibition, % at 10 µM; hit rate 0.12% among 190,000; AID 1008;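 note: 0% = wells without compound plus tracer and 100% = blocker peptide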
Bcl-2 Bim block – human Bim-Bcl-2 interaction inhibition | P10415 | Bead-based flow cytometry, Bim peptide-Bcl-2 binding | inhibition, % at 10 µM | hit rate 0.06% among 190,000 | AID 950; in the data active = inhibition above about 40%; inconclusive = no clear call, values can overlap the other calls;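 note: 0% = no compound wells with probe peptide and 100% = reference peptide inhibitor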
Target sequence (P10415 whole entry, looked up): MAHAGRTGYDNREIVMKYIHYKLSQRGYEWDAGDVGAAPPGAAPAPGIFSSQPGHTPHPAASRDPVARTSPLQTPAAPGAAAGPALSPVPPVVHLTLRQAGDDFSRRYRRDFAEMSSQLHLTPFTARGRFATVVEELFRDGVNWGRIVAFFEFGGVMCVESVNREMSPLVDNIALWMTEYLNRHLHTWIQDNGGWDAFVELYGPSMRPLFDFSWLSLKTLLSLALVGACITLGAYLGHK
Bim-Bcl-B – human Bim-Bcl-B interaction inhibition; bead-based flow cytometry, Bim peptide-Bcl-B binding; Q9HD36; hit rate 0.073% among 190,000; inhibition, % at 10 µM; AID 951;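 note: 0% = tracer peptide without compound and 100% = reference inhibitor peptide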
Target sequence (Q9HD36 whole entry, looked up): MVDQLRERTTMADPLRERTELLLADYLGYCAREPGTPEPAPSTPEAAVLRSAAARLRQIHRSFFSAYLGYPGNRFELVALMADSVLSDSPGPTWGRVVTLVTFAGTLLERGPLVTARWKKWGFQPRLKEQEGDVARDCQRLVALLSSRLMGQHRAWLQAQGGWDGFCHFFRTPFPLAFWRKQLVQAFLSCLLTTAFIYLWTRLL
Bim-Bcl-W – human Bim-Bcl-W interaction inhibition; hit rate 0.02% among 190,000; inhibition, % at 10 µM; bead-based flow cytometry, Bim peptide-Bcl-W binding; AID 952; Q92843;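 note: 0% = bound tracer without compound and 100% = peptide blocker; higher means less fluorescent Bim peptide bound to Bcl-W beads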
Target sequence (Q92843 whole entry, looked up): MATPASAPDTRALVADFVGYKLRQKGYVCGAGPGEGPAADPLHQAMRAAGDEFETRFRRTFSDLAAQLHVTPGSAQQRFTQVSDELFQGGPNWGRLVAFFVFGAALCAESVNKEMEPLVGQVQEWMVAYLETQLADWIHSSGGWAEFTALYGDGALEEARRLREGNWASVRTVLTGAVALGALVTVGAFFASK
ABCB1 block – blocks JC-1 efflux by human ABCB1 transporter. hit rate 0.067% among 190,000. inhibition, % at 6.6 µM. P08183. CCRF-Adr cells, flow cytometry; in the data active = inhibition above about 40%;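 note: 0% = vehicle and 100% = reference inhibitor; higher value means more JC-1 retained so stronger ABCB1 efflux block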
RGS8-Gao reg – human RGS8-Galphao interaction regulation | P09471 | multiplexed bead flow cytometry, RGS8-Galphao binding; actives lie on both sides | response (percent of control binding), % at 10 µM | hit rate 0.34% among 220,000; in the data active = response below about 60% or above about 140%; inactive = in between;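 note: Galphao activated as the GDP aluminium fluoride complex binding bead-coupled RGS8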
ABCG2 inh – human ABCG2 inhibition, ABCB1 as counter-screen | Q9UNQ0 | inhibition, % at 6.6 µM | hit rate 0.1% among 190,000 | IgMXP3 cells, JC-1 efflux, flow cytometry;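 active = inhibition above 80%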;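 note: 0% = DMSO and 100% = nicardipine control wells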
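Incubation: cells with compound and JC-1, 10 min at 25 °C, rotating, no wash / Test system: IgMXP3 (ABCG2) plus far-red-tagged CCRF-Adr (ABCB1) cells / Compound dosing: one concentration, 6.6 µM final / Also added: JC-1 fluorescent substrate / Evaluation: efflux inhibition in percent versus controls / Detection: flow cytometry, 530 nm JC-1 signal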
RGS7-Gao – regulators of human RGS7-Galphao interaction. P09471. Multiplexed bead flow cytometry, RGS7-Galphao binding; actives lie on both sides. binding response (% of control), % at 10 µM. hit rate 0.35% among 220,000. AID 1439; in the data active = binding response below about 49% or above about 150%; inconclusive = no clear call, values can overlap the other calls; inactive = in between;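 note: fluorescent Galphao held in activated GDP-AlF4 state binding bead-coupled RGS7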
GSH fluor – GSH bead compound fluorescence profile. fluorescence (KMESF) at 10 µM. GSH beads flow cytometry, compound fluorescence 488/530 nm; active compounds read high. AID 1776. hit rate 0.25% among 190,000; in the data active = fluorescence above about 89;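 note: glutathione beads carrying GST-tagged Bcl family fusion proteins plus one bare bead set; values are compound well signal with DMSO vehicle wells as background; inactives centre near 16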
An asterisk follows results filed as active; ? = inconclusive. Cut-off read from the data, not from the text of the source, unless noted: active = inhibition above about 40%.

The line under a structure holds: RGS4-Gao reg, Bim-Bcl-XL, Bfl-1 Bim block, Bcl-2 Bim block, Bim-Bcl-B, Bim-Bcl-W, ABCB1 block, RGS8-Gao reg, ABCG2 inh, RGS7-Gao, GSH fluor
> CC(C)(C)c1ccc(/C=N/NC(=S)Nc2cccnc2)cc1
  101, 0, -4, 0, -5, -2, 0.9, 102, 11, ?, 17
> COc1ccc(NCc2nnc(SCC(=O)Nc3cccc(C)c3)o2)cc1
  98, 3, -14, -9, -10, 2, 0.3, 103, 1, 101, 53
> O=C(Nc1cc(C(F)(F)F)ccc1N1CCOCC1)c1cccnc1Cl
  100, -1, -8, -7, -5, -1, 0.5, 103, 1, 105, 51
> CCn1cnc2sc(C(=O)Oc3cccc(C)c3)c(C)c2c1=O
  100, 0, -4, -1, 0, 2, 2.9, 102, 21, 102, 26
> COc1ccc2c(c1)nc(SCC(=O)c1cccs1)n2C
  98, -3, 0, 1, -4, 0, 0.3, 104, 3, 106, 9
> CC(C)C(NC(=O)c1ccc(C(C)(C)C)cc1)C(=O)OCC(=O)NC(=O)Cc1ccccc1 (stereo not drawn)
  98, -6, 5, -4, -4, -1, 1.1, 96, 8, 97, 10
> FC(F)(F)C(F)(F)c1nnc2ccc(-n3ccnc3)nn12
  100, -4, -7, -5, -5, -3, 0.5, 107, 2, 100, 10
> NNC(=O)c1oc2ccccc2c1-n1cccc1
  98, 3, -3, 0, -1, 0, 1.6, 100, 7, ?, 13
> Clc1ccc(/C=C/c2ncc3ccccn23)cc1
  99, 2, 9, 5, 0, 5, -3.0, 99, 9, 96, 13
> CCNc1nc(NCC)n2c(SCc3ccc(F)cc3)nnc2n1
  103, -1, 0, 0, -3, -2, 0.2, 101, 2, 105, 13
> COCCN1C(=O)c2ccc(C(=O)NCc3cccnc3)cc2C1=O
  105, -7, -10, -8, -4, 0, 0.5, 101, 2, 98, 58
> O=C(/C=C/c1ccccc1)NC(=S)NNC(=O)c1ccco1
  100, -4, 3, 0, -15, -4, -1.2, 100, -3, 102, 11
> Cc1ccc(-c2nc(CN(CC3CCC3)CC3CCCO3)c(C)o2)s1 (stereo not drawn)
  100, -3, -4, 0, -2, 0, 0.7, 102, 1, 101, 17
> Cc1c2c(n3c(nc4ccccc43)c1C#N)N(CCN(C)C)CC2
  103, -3, -4, 0, -5, -4, 2.9, 100, 5, 104, 15
> COc1ccc(OC)c(C2C3=C(CCCC3=O)Nc3nnnn32)c1 (stereo not drawn)
  100, 0, -15, -2, -6, -2, 0.2, 101, 1, 100, 13
> Cc1cc(C(=O)OCC(=O)Nc2ccc(F)cc2[N+](=O)[O-])c2ccccc2n1
  104, -5, 0, -1, -3, 0, -0.1, 86, 1, 104, 11
> CS(=O)(=O)N1CCC(Oc2ccccc2C(=O)NC2CCOC2)CC1 (stereo not drawn)
  92, 0, -5, -2, -1, 0, 0.4, 75, 0, 91, 17
> COc1ccccc1C(CC(=O)Nc1ccc(C)c(C)c1)c1ccc(OC(C)C)cc1 (stereo not drawn)
  115, -3, -4, -4, 2, 3, 2.0, 128, 16, 118, 17
> Nn1c(SCC(=O)Nc2ccc3c(c2)OCO3)nncc1=O
  105, -4, -5, -2, -5, 0, 0.3, 98, 4, 103, 18
> Cc1cc(NC(=O)CN2C(=O)C3CC=CCC3C2=O)no1 (stereo not drawn)
  96, -3, -2, -2, 1, -1, 0.5, 100, 1, 98, 12
> COc1ccccc1NC(=O)c1ccc(NS(=O)(=O)c2cccc3cccnc23)cc1
  101, -7, -4, -4, -8, -5, 0.4, 101, 2, 101, 12
> Cn1cc(CN2CCc3ccccc3C2)c2ccccc21
  97, 9, -14, -12, -6, 0, 0.4, 99, 0, 93, 29
> COc1ccc(-c2nnc(Nc3ccc(OC)c(C(=O)N4CCCCC4)c3)c3ccccc23)cc1
  89, -6, 4, 11, -5, -5, -0.2, 98, 4, 87, 9
> CCOC(=O)C1(CC)NC(c2cccc(F)c2)C2C(=O)N(CC)C(=O)C21 (stereo not drawn)
  101, -6, 0, 5, -7, -3, -0.1, 100, 1, 104, 17
> COc1cccc(C(C#N)N2N=C(C)CC2(C)C)c1O (stereo not drawn)
  99, -3, -2, -2, -1, -5, -0.1, 98, -1, 95, 17
> CCn1ncc(-c2cc(C(=O)O)no2)c1C
  97, -2, -5, -1, -1, -2, -0.2, 100, 15, 110, 12
> CCOC(=O)C1CCN(C(=O)CC(C)c2ccccc2)CC1 (stereo not drawn)
  111, -5, -4, -4, -2, -1, -0.1, 101, 0, 116, 27
> O=C(CSc1nnc(C2COc3ccccc3O2)o1)N1CCCc2ccccc21 (stereo not drawn)
  100, -3, -8, -8, -10, 0, 0.7, 99, 5, 108, 37
> COc1ccc([N+](=O)[O-])cc1NC(=O)C(C)OC(=O)c1cccnc1 (stereo not drawn)
  105, -1, 6, 3, 0, 1, 0.8, 102, 12, 108, 13
> COCCSc1ccccc1C(=O)NCc1ccc2c(c1)OCO2
  105, 0, 1, -1, 0, -3, 0.2, 104, 0, 103, 19
> Brc1ccc2ncnc(Nc3cccc4ccccc34)c2c1
  98, 0, 0, -1, 1, 0, 0.2, 100, 1, 101, 13
> CCOC(=O)N1CCN(C(=O)CSc2ccc3nnc(-c4ccncc4)n3n2)CC1
  103, 1, -8, -3, -2, -1, 0.7, 106, 1, 101, 8
> Cc1ccc(S(=O)(=O)NCCN2CCOCC2)cc1C
  104, -4, -9, -11, -4, 0, 0.3, 104, 3, 103, 22
> COc1cccc(C(=O)N/N=C(/c2ccccc2)c2ccccn2)c1
  93, -1, -6, -3, -7, -1, 1.8, 97, 10, 92, 48
> COc1ccc(Nc2ccccc2)c(C)c1
  100, -1, -12, -6, -5, 2, -0.1, 101, -3, 98, 34
> COc1ccc2[nH]c3c(=O)n(Cc4ccc(C(=O)N5CCCC5)cc4)c(=S)[nH]c3c2c1
  100, -1, 6, 4, -7, -2, -0.3, 92, -12, 102, 19
> O=C(CSc1nnnn1-c1ccccc1)Nc1ccc(Cl)cn1
  98, -3, 0, -1, -1, -2, 0.4, 101, 3, 95, 19
> COc1ccc(CC2(C)OC(c3ccc(Cl)cc3)=NN2C(C)=O)cc1 (stereo not drawn)
  100, -3, -2, -2, -5, -1, 0.6, 100, 1, 95, 9
> O=C(O)C1CCCCC1C(=O)NCCc1ccncc1 (stereo not drawn)
  104, -2, -12, -8, -5, -3, 1.4, 103, 7, 102, 14
> O=c1[nH]c2cc([N+](=O)[O-])c(NCCO)c([N+](=O)[O-])c2[nH]1
  104, -1, -4, 0, 0, 0, 0.3, 104, 1, 103, 21
> CCOc1cc(/C=N/N=C2/NC(=O)C(CC(=O)O)S2)ccc1OCc1ccc(Cl)cc1 (stereo not drawn)
  99, 2, 3, 3, 1, -1, -1.6, 101, -3, ?, 11
> Cc1cccc(CSc2nc3c(c(=O)[nH]2)CCCC3)c1
  99, -3, -1, 2, -3, -2, -1.1, 97, -3, 99, 22
> COc1ccccc1N1CCN(C(=O)Cn2nnc(-c3cccs3)n2)CC1
  101, -6, -12, -14, -8, -3, 0.9, 101, 9, 102, 21
> O=C(NCN1C(=O)C2C3C=CC(C3)C2C1=O)Nc1cccnc1 (stereo not drawn)
  98, -13, 0, -1, -1, -2, 0.4, 91, 2, 94, 42
> CCOc1ccc(-n2cnnn2)cc1S(=O)(=O)NC1CC1
  102, -6, -13, -5, -5, 0, 0.5, 100, 2, 102, 27
> CC(=O)Nc1ccc(S(=O)(=O)Nc2nc3ccccc3nc2N2CCc3ccccc3C2)cc1
  101, -4, -2, -4, -3, -1, -1.2, 101, 0, 101, 10
> COc1ccccc1C(=O)NC(CCSC)C(=O)OC(C)C(N)=O (stereo not drawn)
  98, -2, -8, -2, -6, -5, 0.6, 100, 3, 101, 60
> CCc1ccc(C(CNC(=O)c2ccc3c(=O)n(-c4ccccc4F)c(=S)[nH]c3c2)N(C)C)cc1 (stereo not drawn)
  103, -6, -6, -3, -9, -5, 0.2, 106, 1, 103, 9
> Cc1cc(C)cc(OCC(=O)OCC(=O)c2ccc3c(c2)NC(=O)CO3)c1
  100, -3, -2, -5, -5, -3, 0.1, 100, 0, 101, 13
> C(=N\N(Cc1ccccc1)c1ccccc1)/c1cccnc1
  97, -4, 0, 0, 0, -3, 0.5, 97, 2, 97, 69
> Cc1ccc(-n2sc3ccccc3c2=O)cc1
  92, -7, 12, 4, -16, -5, 11, 65, 11, 94, 12
> CCOC(=O)C1=C(N)n2c(s/c(=C\c3ccco3)c2=O)=C(C(=O)OC(C)C)C1c1ccco1 (stereo not drawn)
  100, -4, -3, -1, 2, -1, 1.2, 98, 4, 99, 13
> Cc1cc(C)c(C)c(S(=O)(=O)NCc2ccco2)c1C
  102, -2, -20, -11, -12, -1, 0.6, 99, 8, 103, 28
> Cc1nnc(SCC2=C(C(=O)O)N3C(=O)C(NC(=O)Cn4nc(C(F)F)c(Cl)c4C)C3SC2)s1 (stereo not drawn)
  98, -6, 4, -1, -16, -2, -0.3, 96, -2, 99, 14
> CSc1nc(N(C)C)nc(N(C)C#N)n1
  94, -2, -4, 0, -7, -1, 1.3, 94, 5, 97, 20

Part of the list above in another layout.
Structure | RGS4-Gao reg | Bim-Bcl-XL | Bfl-1 Bim block | Bcl-2 Bim block | Bim-Bcl-B | Bim-Bcl-W | ABCB1 block | RGS8-Gao reg | ABCG2 inh | RGS7-Gao | GSH fluor
C(=N\N(Cc1ccccc1)c1ccccc1)/c1cccnc1 | 97 | -4 | 0 | 0 | 0 | -3 | 0.5 | 97 | 2 | 97 | 69
Cc1ccc(-n2sc3ccccc3c2=O)cc1 | 92 | -7 | 12 | 4 | -16 | -5 | 11 | 65 | 11 | 94 | 12
CCOC(=O)C1=C(N)n2c(s/c(=C\c3ccco3)c2=O)=C(C(=O)OC(C)C)C1c1ccco1 (stereo not drawn) | 100 | -4 | -3 | -1 | 2 | -1 | 1.2 | 98 | 4 | 99 | 13
